# NS3 helicase inh = inhibitors of Hepatitis C virus NS3 helicase | inhibition, % at 10.9 µM | actives 0.56% (n = 290,000) | NS3 helicase DNA unwinding, Cy5 molecular beacon fluorescence;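 active means inhibition above the mean of all tested compounds plus 3 SD, set per campaign, cut at about 35% in these data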;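 further: 0% = DMSO wells and 100% = thioflavine S control wells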
#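 Assay system: hepatitis C virus NS3 helicase domain fragment enzyme. Also added: annealed dual-labelled DNA beacon duplex, ATP-started. Timing: 1 h reaction at 25 °C, ATP-initiated. Technique: Cy5 fluorescence at 0 and 60 min, beacon hairpin quenching. Evaluation: % inhibition of unwinding. Replication: one well per compound.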
# FID counter = displaces DNA intercalator in HCV helicase counter-screen; AID 1845; inhibition, % at 7.9 µM; actives 0.17% (n = 290,000); DNA fluorescent intercalator displacement, fluorescence; in the data active means inhibition above about 37%;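 further: 0% = vehicle and 100% = reference compound; higher means more ethidium bromide displaced from hairpin DNA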
# MEKK2 mut-MEK5 = signal of MEK5 binding to mutant human MEKK2 PB1 domain; actives 0.35% (n = 290,000); bead flow cytometry, Alexa488-MEK5 binding to MEKK2 mutant; percent response, % at 10 µM; in the data active means percent response above about 24%, passing the limit was not always enough; further: inactives centre near 1; some results filed as inactive read as strong as hits
# NALP1 yeast inh = blocks the NALP1 inflammasome reconstituted in yeast; S. cerevisiae NALP1/ASC/caspase-1 growth, X-gal OD620, 72 h; inhibition, % at 10 µM; actives 0.61% (n = 280,000); AID 2071; in the data active means inhibition mostly above about 24%, no sharp cut-off; inactive means mostly below about 32%; further: some compounds called inactive have numbers as strong as hits
# PfM18AAP inh = PfM18AAP enzyme inhibition; inhibition, % at 7.35 µM; actives 1.2% (n = 290,000); AID 1822; recombinant PfM18AAP, H-Glu-NHMec fluorogenic cleavage;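 active means inhibition above the campaign mean inhibition over all tested compounds plus 3 SD, cut at about 28% in these data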;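 further: 0% = plate median of test compound wells and 100% = 2 mM ZnCl2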
# SUMO HTRF inh = SUMOylation inhibition; P63279; HTRF SUMOylation assay, SAE1/SAE2 + UBC9, in vitro; inhibition, % at 35 µM; actives 0.36% (n = 290,000); AID 2006; in the data active means inhibition above about 50%, passing the limit was not always enough; further: strong numbers were not always called active
# Target sequence (P63279 whole entry, looked up): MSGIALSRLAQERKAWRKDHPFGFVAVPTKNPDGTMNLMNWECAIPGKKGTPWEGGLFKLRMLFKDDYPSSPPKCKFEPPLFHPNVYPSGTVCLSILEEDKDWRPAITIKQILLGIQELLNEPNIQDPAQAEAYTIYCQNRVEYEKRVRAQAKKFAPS
# VIM-2 inhibitor = blocks Pseudomonas aeruginosa VIM-2 metallo-beta-lactamase. purified VIM-2, nitrocefin hydrolysis, epi-absorbance fluorescence. inhibition, % at 5.6 µM. actives 0.89% (n = 290,000);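 active means inhibition above the mean of all tested compounds plus 3 SD, cutoff set per screening run, cut at about 7.5% in these data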;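 further: red hydrolysis product quenches plate fluorescence so inhibitors raise well fluorescence; 0% = enzyme with DMSO and 100% = DMSO without enzyme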
# MEKK2 WT-MEK5 = raises or lowers MEK5 binding to wildtype human MEKK2 PB1 domain. Q9Y2U5. bead flow cytometry, Alexa488-MEK5 binding to MEKK2 WT; actives lie on both sides. binding response (% of control), % at 10 µM. actives 1.1% (n = 290,000); in the data active means binding response below about 67% or above about 130%
# IMP-1 inh = blocks Pseudomonas aeruginosa IMP-1 metallo-beta-lactamase. purified IMP-1, nitrocefin hydrolysis, epi-absorbance fluorescence. inhibition, % at 5.6 µM. actives 0.45% (n = 290,000);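 active means inhibition above the mean plus 3 SD of all compounds in the same screening run, cut at about 4.5% in these data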;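 further: 0% = IMP-1 with DMSO and 100% = DMSO wells lacking enzyme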
#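 System – purified recombinant IMP-1 beta-lactamase · Input – IMP-1 dispensed at 0.2 nM · Timing – 15 min preincubation plus 25 min reaction at 25 °C · Signal – Epi-absorbance fluorescence, 480 nm excitation, 530 nm emission · Measure – percent IMP-1 inhibition derived from blank-referenced optical density · Controls – Enzyme-plus-DMSO low control, enzyme-free DMSO high control · Replication – singlicate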
# Active calls of the source: *; · = no result given.
no.	molecule	NS3 helicase inh	FID counter	MEKK2 mut-MEK5	NALP1 yeast inh	PfM18AAP inh
1	CN(CCOC(=O)c1ccco1)Cc1ccccc1	9	0	5	8	-1
2	CN1CCN(C(=O)c2cnn3c(C(F)F)cc(C4CC4)nc23)CC1	4	-1	17	·	-3
3	O=S(=O)(NC(=NC1CCCCC1)c1ccccc1F)c1ccccc1	-5	-19	-4	-5	-2
4	CC(C)NC(=O)[C@@H]1CSC2c3ccccc3C(=O)N21 (stereo partly drawn)	-5	-13	5	15	-10
5	COc1ccc(Cl)cc1C(=O)n1nc(C)cc1C	12	-1	9	2	3
6	CC(C)Cc1nnc(NC(=O)CCC(=O)Nc2ccc(F)cc2)s1	5	-4	-2	-6	-2
7	COc1ccc(-c2noc(CN(C)S(=O)(=O)c3ccc(C)cc3)n2)cc1	-3	-12	5	14	-6
8	COc1ccccc1OCC(O)Cn1c(=N)n(CCN2CCCCC2)c2ccccc21 (stereo not drawn)	-23	35	10	0	-8
9	COC(=O)c1cccc(NC(=O)/C=C/c2ccc([N+](=O)[O-])cc2)c1	5	6	3	8	-2
10	Cc1csc(NC(=O)CN2C(=O)c3ccccc3S2(=O)=O)n1	4	-4	4	9	-13

no.	SUMO HTRF inh	VIM-2 inhibitor	MEKK2 WT-MEK5	IMP-1 inh
1	7	-0.9	108	-5.0
2	10	-1.1	106	-3.9
3	6	-2.8	98	-2.6
4	6	-3.3	100	-4.0
5	0	-1.5	102	0.8
6	3	-2.5	101	1.2
7	-3	-1.6	105	-3.4
8	-7	-1.1	116	-4.5
9	-1	-1.0	100	-1.5
10	16	0.3	104	-2.3

# Other entries follow:
no.	molecule	NS3 helicase inh	FID counter	MEKK2 mut-MEK5	NALP1 yeast inh	PfM18AAP inh
11	O=C(O)CCC(=O)Nc1ccc(N2CCCCC2)c(C(=O)O)c1	-5	4	11	7	-10
12	Cc1ccc(S(=O)(=O)NCCn2nc(C)nc2C)cc1	1	-5	7	8	-2
13	O=C(NCCCl)Nc1ccccc1OCCOc1ccccc1NC(=O)NCCCl	16	-2	-2	20	6
14	N#Cc1ccc(COC(=O)Cn2nnc(-c3ccccc3)n2)cc1	-5	0	4	-74	0
15	O=C(N/N=C\c1cn[nH]c1-c1ccccc1)c1cccs1	0	-9	-2	1	0
16	CC(c1nc2ccccc2c(=O)[nH]1)N1CCN(C)CC1 (stereo not drawn)	17	-2	6	19	7
17	CC(=O)Nc1ccccc1O	6	2	3	25	1
18	O=S(=O)(c1ccc(Cl)s1)N1CCCCC1	1	3	-10	7	0
19	COc1ccc(CC(NC(C)=O)C(=O)NC2CCN(C(=O)Nc3ccc(C#N)cc3)CC2)cc1OC (stereo not drawn)	-2	-14	7	8	-12
20	COc1ccc(OC)c(NC(=O)Nc2ccc(Cl)cc2)c1	-18	3	0	17	-14

no.	SUMO HTRF inh	VIM-2 inhibitor	MEKK2 WT-MEK5	IMP-1 inh
11	28	-0.3	95	-3.4
12	6	-4.2	100	-3.9
13	-12	-0.1	100	-1.7
14	12	-1.4	98	-3.1
15	8	-2.0	94	-3.0
16	9	-6.7	106	-2.9
17	17	-1.2	87	-0.1
18	13	-1.5	88	-3.7
19	-6	0.8	112	-0.5
20	-15	-0.7	105	-1.8

# Molecules shown so far that contain an NH in an aromatic ring:
no.	molecule	NS3 helicase inh	FID counter	MEKK2 mut-MEK5	NALP1 yeast inh	PfM18AAP inh
15	O=C(N/N=C\c1cn[nH]c1-c1ccccc1)c1cccs1	0	-9	-2	1	0
16	CC(c1nc2ccccc2c(=O)[nH]1)N1CCN(C)CC1 (stereo not drawn)	17	-2	6	19	7

no.	SUMO HTRF inh	VIM-2 inhibitor	MEKK2 WT-MEK5	IMP-1 inh
15	8	-2.0	94	-3.0
16	9	-6.7	106	-2.9

# Next records follow:
no.	molecule	NS3 helicase inh	FID counter	MEKK2 mut-MEK5	NALP1 yeast inh	PfM18AAP inh
21	Cc1cc(/C=N/NC(=O)c2ccc(CN3CCOCC3)cc2)c(C)n1-c1ccccc1	9	-2	-6	21	5
22	Cc1ccccc1NC(=O)c1cc(S(=O)(=O)N2CCOCC2)cs1	2	0	7	11	9
23	CC(=O)c1cccc(NC(=O)N2CCc3ccccc3C2)c1	3	-15	1	18	-12
24	O=S(=O)(c1ccc(Cl)cc1)N1CCN(C(=S)Nc2ccc(F)c(Cl)c2)CC1	-4	1	1	23	6
25	Cc1ccc(CSc2nnc(CNc3ccc(F)cc3)o2)cc1	-20	-11	-13	-1	-1
26	Cc1cc(NC(=O)/C=C/C(=O)N(CC(=O)NC2CCCC2)c2cccc3ccccc23)no1	-9	-36	2	0	-3
27	CCCCC(CC)C(=O)Nc1ccccc1C#N (stereo not drawn)	0	-3	-4	·	2
28	Cc1ccc(C(=O)c2ccc(N3CCOCC3)c(F)c2)cc1	9	-10	-12	-9	-4
29	CCOC(=O)CNC(=O)CCNS(=O)(=O)c1ccc2c(c1)c(=O)n(C)c(=O)n2C	14	-13	-3	2	7
30	N#CCC(=O)N/N=C\c1ccc(OC/C=C/c2ccccc2)cc1	6	-22	1	15	13

no.	SUMO HTRF inh	VIM-2 inhibitor	MEKK2 WT-MEK5	IMP-1 inh
21	6	-3.9	96	-2.0
22	28	-3.6	92	-4.2
23	1	-1.2	102	-5.2
24	-28	-1.2	111	-3.0
25	-2	-1.4	86	-1.3
26	-1	-2.6	97	-3.3
27	-6	-3.1	94	-2.5
28	-37	1.9	85	-1.3
29	2	-3.0	96	-2.4
30	7	-5.0	103	-2.8

# (listing goes on)
no.	molecule	NS3 helicase inh	FID counter	MEKK2 mut-MEK5	NALP1 yeast inh	PfM18AAP inh
31	Cc1ccc(C(=O)c2ccc(C(F)(F)F)cc2)cc1	8	3	0	11	4
32	CC1CCCCN1S(=O)(=O)c1ccc(C(=O)Nc2nnc(C3=COCCO3)o2)cc1 (stereo not drawn)	11	-66	3	5	7
33	Cc1cc(-c2ccccc2)[nH]c(=O)c1S(=O)(=O)c1ccc(Cl)cc1	-6	-3	2	-1	-2
34	COc1ccc(CNC(=O)c2cnc3n(c2=O)CCS3)cc1	-9	-4	3	26	1
35	N#Cc1ccc(/C=C2\CCn3c2nc2cc(C(=O)O)ccc2c3=O)cc1	22	-13	-4	10	-1
36	NC1=Nc2cccc3cccc1c23	-5	14	-13	13	3
37	CCCCNc1cc(=O)n(C)c(=O)n1C	1	-2	3	-9	-2
38	CC1(C)c2ccccc2N(CC(N)=O)C12C=Cc1ccccc1O2 (stereo not drawn)	-4	-9	3	-8	3
39	COc1ccc(C(=O)/C=C/Nc2cccc(C)n2)cc1OC	4	-15	4	4	2
40	Cc1ccc2sc(-c3ccc(NC(=O)CCN4C(=O)c5ccccc5C4=O)cc3)nc2c1	-5	6	11	24	2

no.	SUMO HTRF inh	VIM-2 inhibitor	MEKK2 WT-MEK5	IMP-1 inh
31	19	1.2	104	3.4
32	11	-7.0	106	-5.2
33	21	0.3	109	-1.0
34	10	-1.9	111	0.4
35	32	3.4	100	-0.8
36	28	-2.4	81	-4.1
37	1	1.0	105	-3.8
38	3	-2.6	94	-2.5
39	18	0.5	102	0.8
40	4	-2.0	103	-2.6

# (next part)
no.	molecule	NS3 helicase inh	FID counter	MEKK2 mut-MEK5	NALP1 yeast inh	PfM18AAP inh
41	Cc1ccc(C2=NN(C)c3nc4ccccc4n3C2)cc1	-5	-17	1	-2	-6
42	COc1ccc(/C=N/N2CCN(C)CC2)cc1OC	-6	0	-11	·	0
43	CC(C)C(NC(=O)c1ccccc1F)C(=O)NCc1ccccc1 (stereo not drawn)	-4	-11	0	-4	-1
44	COc1cccc(OC)c1C(=O)Nc1cccc(-n2cnnn2)c1	6	-10	2	3	2
45	Cc1ccc(S(=O)(=O)N(C)CC(=O)O/N=C(\N)c2cccc(Br)c2)cc1	-10	-21	6	6	0
46	Cc1ccc(O)c(NC(=O)c2cc(-c3cccs3)on2)c1	8	-3	6	13	0
47	O=C(COc1ncnc2sccc12)Nc1ccc2c(c1)OCCO2	-2	0	4	23	5
48	Cc1csc(NC(=O)CNC(=O)OCc2ccccc2)n1	0	-4	-2	1	0
49	S=C1N(c2ccccc2)C(c2ccccc2)N2CCCN12 (stereo not drawn)	-2	-9	0	-9	-5
50	CCN(CC)S(=O)(=O)c1cc(C(=O)OCC(=O)Nc2cccc(C)c2C)ccc1F	-5	-19	0	31	-9

no.	SUMO HTRF inh	VIM-2 inhibitor	MEKK2 WT-MEK5	IMP-1 inh
41	20	-0.3	108	-3.2
42	-1	0.1	96	-1.8
43	12	-5.0	93	-3.7
44	8	-2.1	101	-4.6
45	-8	-0.5	105	-3.2
46	14	-0.1	105	-1.3
47	18	-2.0	99	-3.5
48	17	-2.3	104	-2.4
49	8	1.8	102	-0.4
50	-12	1.5	103	-1.7

# Later entries.
no.	molecule	NS3 helicase inh	FID counter	MEKK2 mut-MEK5	NALP1 yeast inh	PfM18AAP inh
51	CC(C)OC(=O)c1cc2c(ccn2C)n1CC(=O)N1CCC(Cc2ccccc2)CC1	22	-41	4	5	10
52	CCCCc1nc(C(N)=O)c2[nH]c(=O)n(-c3ccc(OCC)cc3)c2n1	-4	-30	-1	22	-3
53	CC1CN(c2nc3ccccn3c(=O)c2/C=C(\C#N)S(=O)(=O)c2ccccc2)CC(C)O1 (stereo not drawn)	23	-21	8	5	-6
54	COc1ccc(OC)c(NC(=O)c2ccccc2N(Cc2ccccc2)S(C)(=O)=O)c1	-3	-26	-4	-8	5
55	COc1cc(OC)cc(C(=O)NC2CC(C)(C)NC(C)(C)C2)c1	-3	3	2	17	-6
56	COc1ccc(C(C(=O)NC2CCCC2)N(CCN2CCOCC2)C(=O)c2ccc(OC)c(OC)c2)cc1 (stereo not drawn)	-3	-11	-2	0	8
57	NS(=O)(=O)c1ccc(NC(=O)C2(c3ccccc3)CCCC2)cc1	-9	-1	3	24	-2
58	COc1ccc(C(=O)N2c3cc4c(cc3C(C)=CC2(C)C)OCO4)cc1	-15	-30	11	26*	1
59	O=C(OCC(=O)N1CCCC1)c1cc(Cl)ccc1[N+](=O)[O-]	1	-4	3	9	-2

no.	SUMO HTRF inh	VIM-2 inhibitor	MEKK2 WT-MEK5	IMP-1 inh
51	18	-2.2	103	-2.3
52	11	-1.2	100	-1.9
53	8	4.8	103	0.1
54	-9	-3.1	92	-0.8
55	4	1.1	105	0.8
56	-5	-1.6	95	-6.9
57	-12	-1.5	103	-3.1
58	-13	-1.4	108	-0.6
59	4	-3.6	104	-1.1

# In another format: results already given
no.	Structure	NS3 helicase inh	FID counter	MEKK2 mut-MEK5	NALP1 yeast inh	PfM18AAP inh	SUMO HTRF inh	VIM-2 inhibitor	MEKK2 WT-MEK5	IMP-1 inh
55	COc1cc(OC)cc(C(=O)NC2CC(C)(C)NC(C)(C)C2)c1	-3	3	2	17	-6	4	1.1	105	0.8
57	NS(=O)(=O)c1ccc(NC(=O)C2(c3ccccc3)CCCC2)cc1	-9	-1	3	24	-2	-12	-1.5	103	-3.1
51	CC(C)OC(=O)c1cc2c(ccn2C)n1CC(=O)N1CCC(Cc2ccccc2)CC1	22	-41	4	5	10	18	-2.2	103	-2.3
56	COc1ccc(C(C(=O)NC2CCCC2)N(CCN2CCOCC2)C(=O)c2ccc(OC)c(OC)c2)cc1 (stereo not drawn)	-3	-11	-2	0	8	-5	-1.6	95	-6.9
59	O=C(OCC(=O)N1CCCC1)c1cc(Cl)ccc1[N+](=O)[O-]	1	-4	3	9	-2	4	-3.6	104	-1.1

# Source: PubChem
